# STK33 kin inh – blocks human STK33 kinase activity | AID 2322 | Q9BYT3 | inhibition, % at 12.5 µM | ADP-Glo luminescence, MBP substrate | 27,000 tested, 0.44% active; in the data active = inhibition above about 20%; inconclusive = no clear call, values can overlap the other calls
# Target sequence (Q9BYT3 whole entry, looked up): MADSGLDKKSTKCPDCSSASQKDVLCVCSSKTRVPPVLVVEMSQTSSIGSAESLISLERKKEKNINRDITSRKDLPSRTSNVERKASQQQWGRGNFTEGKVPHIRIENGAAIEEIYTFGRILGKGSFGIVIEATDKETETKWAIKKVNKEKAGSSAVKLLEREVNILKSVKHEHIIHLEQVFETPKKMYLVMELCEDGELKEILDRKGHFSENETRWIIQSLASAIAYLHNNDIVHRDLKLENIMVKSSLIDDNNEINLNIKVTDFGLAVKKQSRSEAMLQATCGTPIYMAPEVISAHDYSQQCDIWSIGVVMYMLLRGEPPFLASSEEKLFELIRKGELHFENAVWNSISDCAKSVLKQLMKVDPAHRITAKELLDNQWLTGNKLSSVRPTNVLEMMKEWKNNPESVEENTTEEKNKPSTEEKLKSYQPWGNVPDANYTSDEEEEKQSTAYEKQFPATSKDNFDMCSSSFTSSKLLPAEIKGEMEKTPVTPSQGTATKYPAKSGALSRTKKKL
# p53 PUMA act – mutant p53 pathway reactivation; SW480 PUMA-promoter luciferase; activation, % at 9.98 µM; 28,000 tested, 1.5% active; AID 624151; in the data active = activation above about 52%; inconclusive = no clear call, values can overlap the other calls
# * = called active by the depositor; ? = inconclusive; nt = not tested or not shown. An excerpt; the hit share may differ from the screen's.
# Fields – p53 PUMA act | STK33 kin inh
> COc1ccc(CN(C)C[C@H]2Oc3ccc(NC(=O)Nc4ccc(F)cc4)cc3CC(=O)N([C@@H](C)CO)C[C@H]2C)cc1
  2 | nt
> COc1ccc(CN(C)C[C@@H]2Oc3ccc(NC(=O)Cn4cnnn4)cc3C(=O)N([C@H](C)CO)C[C@@H]2C)cc1
  nt | 0
> Cc1ccc(S(=O)(=O)N(C)C[C@@H]2Oc3ccc(NC(=O)Nc4ccc5c(c4)OCO5)cc3CC(=O)N([C@H](C)CO)C[C@H]2C)cc1
  nt | 3
> C[C@H]1CN([C@@H](C)CO)C(=O)c2cc(C3=CCCCC3)cnc2O[C@@H]1CN(C)C(=O)Cc1ccccc1
  8 | nt
> Cc1n[nH]c(=S)n(/N=C/C=C/c2ccccc2)c1=O
  nt | 1
> CNC[C@@H]1OCCCC[C@H](C)Oc2ccc(NS(=O)(=O)c3cn(C)cn3)cc2C(=O)N([C@@H](C)CO)C[C@@H]1C
  2 | nt
> C[C@H]1CN([C@@H](C)CO)C(=O)CCCn2nncc2CO[C@H]1CN(C)S(=O)(=O)c1ccc(Oc2ccccc2)nc1
  0 | -1
> Cc1ncc([N+](=O)[O-])n1CCO
  -4 | nt
> Cc1ccnc(SCC(=O)n2c3c(c4ccccc42)CC(C)CC3)n1 (centres undefined)
  32 | -1
> COc1ccc(-n2c(SCC(=O)Nc3ccc(C(N)=O)cc3)nc3sc4c(c3c2=O)CCCC4)cc1
  26 | 2
> CC(C)NC(=O)Nc1ccc2c(c1)C(=O)N([C@@H](C)CO)C[C@@H](C)[C@@H](CN(C)S(=O)(=O)c1cn(C)cn1)OCCCC[C@H](C)O2
  3 | nt
> C[C@@H]1CN([C@@H](C)CO)C(=O)c2cccc(NC(=O)c3ccc(-c4nccs4)cc3)c2O[C@H]1CN(C)Cc1ccc(C(F)(F)F)cc1
  -40 | nt
> O=C(O)CCSc1nc(-c2ccccc2)c(-c2ccccc2)[nH]1
  -7 | 0
> C[C@H]1CN([C@@H](C)CO)C(=O)c2cccc(NC(=O)Nc3ccc(F)cc3)c2O[C@@H]1CN(C)C
  18 | nt
> O=S(=O)(Nc1ccccn1)c1cccc(S(=O)(=O)c2ccc(Br)cc2)c1
  12 | -2

# Exported as labelled records: entries from further up.
smiles: CNC[C@@H]1OCCCC[C@H](C)Oc2ccc(NS(=O)(=O)c3cn(C)cn3)cc2C(=O)N([C@@H](C)CO)C[C@@H]1C
  p53 PUMA act: 2
  STK33 kin inh: nt
smiles: C[C@H]1CN([C@@H](C)CO)C(=O)c2cc(C3=CCCCC3)cnc2O[C@@H]1CN(C)C(=O)Cc1ccccc1
  p53 PUMA act: 8
  STK33 kin inh: nt
smiles: Cc1n[nH]c(=S)n(/N=C/C=C/c2ccccc2)c1=O
  p53 PUMA act: nt
  STK33 kin inh: 1

# Reformatted with bars between the fields: entries from further up
SMILES | p53 PUMA act | STK33 kin inh
COc1ccc(-n2c(SCC(=O)Nc3ccc(C(N)=O)cc3)nc3sc4c(c3c2=O)CCCC4)cc1 | 26 | 2
CC(C)NC(=O)Nc1ccc2c(c1)C(=O)N([C@@H](C)CO)C[C@@H](C)[C@@H](CN(C)S(=O)(=O)c1cn(C)cn1)OCCCC[C@H](C)O2 | 3 | nt
C[C@@H]1CN([C@@H](C)CO)C(=O)c2cccc(NC(=O)c3ccc(-c4nccs4)cc3)c2O[C@H]1CN(C)Cc1ccc(C(F)(F)F)cc1 | -40 | nt
O=C(O)CCSc1nc(-c2ccccc2)c(-c2ccccc2)[nH]1 | -7 | 0

# Going on with the list:
# Fields – p53 PUMA act | STK33 kin inh
> Cc1cc(O)c2c(c1)C(=O)c1cc(OC3OC(COC(=O)CC(=O)O)C(O)C(O)C3O)cc(O)c1C2=O (centres undefined)
  -2 | 14
> C[C@@H]1CN([C@@H](C)CO)C(=O)c2cccc(NC(=O)NC3CCCCC3)c2O[C@@H]1CN(C)S(=O)(=O)c1cn(C)cn1
  -2 | nt
> Cc1ccc(S(=O)(=O)Nc2ccc3c(c2)CC(=O)N([C@H](C)CO)C[C@@H](C)[C@H](CN(C)S(=O)(=O)c2ccccc2)O3)cc1
  nt | 4
> C[C@H]1CN([C@@H](C)CO)C(=O)c2cc(NS(=O)(=O)c3cccs3)ccc2O[C@H]1CN(C)C(=O)Nc1ccc(F)cc1
  -3 | 0
> c1ccc(Cn2c3ccccc3n3c(SCc4nc5ccccc5[nH]4)nnc23)cc1
  -2 | -1
> COC(=O)N(C)C[C@H]1OCc2cn(nn2)CCCC(=O)N([C@@H](C)CO)C[C@H]1C
  0 | -4
> CC(C)NC(=O)Nc1ccc2c(c1)C(=O)N([C@H](C)CO)C[C@H](C)[C@@H](CN(C)C)O2
  -4 | nt
> C[C@H]1CN([C@@H](C)CO)C(=O)CCCn2nncc2CO[C@H]1CN(C)C(=O)Nc1cccc(F)c1
  nt | 3
> COc1cccc(OCC(=O)Nc2cccc(Oc3ccc4c(c3)C(=O)NC4=O)c2)c1
  1 | 2
> C/C(=C\Cc1c(O)cc2oc(C)cc(=O)c2c1O)CO[C@@H]1O[C@H](CO)[C@@H](O)[C@H](O)[C@H]1O
  0 | -3
> C[C@@H]1CN([C@H](C)CO)S(=O)(=O)c2ccc(-c3ccc(C(=O)N(C)C)cc3)cc2O[C@@H]1CN(C)C(=O)Cc1ccccn1
  0 | nt
> Cc1noc(C)c1NC(=O)Nc1ccc2c(c1)CC(=O)N([C@H](C)CO)C[C@@H](C)[C@H](CN(C)Cc1ccc(Cl)c(Cl)c1)O2
  10 | nt
> COc1cc([N+](=O)[O-])ccc1NC(=O)CSc1nc(C)cc(-c2ccc(Cl)cc2)n1
  15 | 3
> Cc1cccc(S(=O)(=O)N(C)C[C@H]2OCc3cnnn3CCCC(=O)N([C@@H](C)CO)C[C@@H]2C)c1
  nt | -4
> COc1ccc(OC)c(NC(=O)CN2CCC(C(N)=O)(N3CCCCC3)CC2)c1
  2 | -3

# The list goes on:
# Fields – p53 PUMA act | STK33 kin inh
> Cc1noc(C)c1NC(=O)Nc1cccc2c1O[C@@H](CN(C)C(=O)Nc1c(C)noc1C)[C@@H](C)CN([C@@H](C)CO)C2=O
  -2 | nt
> Cc1cccc(N(CC(=O)Nc2ccc(I)cc2C)S(C)(=O)=O)c1
  5 | -4
> Cc1ccc(S(=O)(=O)Nc2ccc3c(c2)CC(=O)N([C@@H](C)CO)C[C@@H](C)[C@@H](CN(C)C(=O)NC(C)C)O3)cc1
  nt | -1
> CNC[C@@H]1Oc2ccc(NC(=O)NC3CCCCC3)cc2C(=O)N([C@H](C)CO)C[C@H]1C
  -6 | nt
> CCC(Sc1nnc(C)s1)C(=O)Nc1ccc(Cl)cc1 (centres undefined)
  7 | 5
> N=C1S/C(=C/c2ccco2)C(=O)N1c1nccs1
  nt | 10
> CC(C)NC(=O)Nc1ccc2c(c1)C(=O)N([C@H](C)CO)C[C@H](C)[C@H](CN(C)C(=O)NC(C)C)O2
  nt | 1
> CCn1c(SCC(=O)c2cccc([N+](=O)[O-])c2)nnc1-c1ccc(Cl)cc1
  -10 | -1
> CCN1C(N)=C(C#N)C2(CCNCC2)c2nc(C)oc21
  nt | 1
> Cc1cc(C)nc(SCCC(=O)N2CCOCC2)n1
  5 | -3
> CCCOc1ccc2oc(=O)c3c(c2c1)CCCN3C(=O)CN(C)c1ccc(C)cc1
  -7 | nt
> CCOC(=O)c1cnc(Nc2nc3ccccc3o2)nc1CSc1nnc(C)s1
  10 | -1
> C[C@@H]1CN([C@H](C)CO)C(=O)c2cc(/C=C/c3ccccc3)cnc2O[C@@H]1CN(C)Cc1ccccc1F
  -3 | nt
> O=C(CSc1n[nH]c(-c2ccc(Cl)cc2Cl)n1)Nc1cccc(C(F)(F)F)c1
  12 | 0
> C=CCN1Cc2ccccc2C[C@@]2(COC(c3ccc(OCCCO)cc3)=N2)C1=O
  nt | -4

# Carrying on:
# Fields – p53 PUMA act | STK33 kin inh
> Cc1ccccc1-c1cnc2c(c1)C(=O)N([C@@H](C)CO)C[C@@H](C)[C@H](CN(C)C(=O)c1ccncc1)O2
  13 | nt
> COc1ccc(S(=O)(=O)Nc2cccc3c2O[C@@H](CN(C)CC2CC2)[C@H](C)CN([C@@H](C)CO)C3=O)cc1
  -3 | nt
> C[C@H](CO)N1C[C@H](C)[C@H](CN(C)C(=O)Nc2ccc3c(c2)OCO3)Oc2ccc(NC(=O)Nc3cccc4ccccc34)cc2C1=O
  6 | nt
> COc1ccc(NC(=O)CSc2nc3sc4c(c3c(=O)n2-c2ccccc2)CCC4)c([N+](=O)[O-])c1
  0 | 3
> CCOC(=O)CCc1nc2ccc(O)cc2[nH]1
  17 | 7
> CN(C)c1cc(C(F)(F)F)nc2cc(C(C)(C)C)nn12
  -4 | nt
> C[C@H](CO)N1C[C@H](C)[C@@H](CN(C)S(=O)(=O)c2ccc(F)cc2)Oc2c(NC(=O)c3ccncc3)cccc2C1=O
  5 | nt
> O=c1cc(-c2ccc(O)cc2)oc2cc(O)c(C3OC(CO)C(O)C(O)C3O)c(O)c12 (centres undefined)
  -24 | -7
> CCn1c(SCC(=O)N2c3ccccc3Sc3ccccc32)nnc1-c1cccc(Cl)c1
  -14 | ?
> CNC(=O)CN(c1cc([N+](=O)[O-])ccc1C)S(C)(=O)=O
  -2 | 0
> C[C@H]1CCCCO[C@H](CN(C)C(=O)Nc2ccccc2)[C@@H](C)CN([C@@H](C)CO)C(=O)c2cc(NC(=O)CCCN(C)C)ccc2O1
  0 | nt
> C[C@H]1CCCCO[C@@H](CN(C)C)[C@@H](C)CN([C@@H](C)CO)C(=O)c2cc(NC(=O)Nc3ccc4c(c3)OCO4)ccc2O1
  -9 | nt
> Cc1cc(C(=O)Nc2ccccc2C(=O)O)ccc1NC(=O)COc1ccccc1Cl
  0 | -1
> C[C@@H]1CN([C@@H](C)CO)C(=O)Cc2cc(NC(=O)c3ccncc3)ccc2O[C@H]1CN(C)C(=O)Nc1ccccc1
  0 | nt
> C[C@@H]1CN([C@H](C)CO)C(=O)c2cc(N(C)C)ccc2O[C@H]1CN(C)C(=O)Nc1ccc2c(c1)OCO2
  -6 | nt

# The list continues:
# Fields – p53 PUMA act | STK33 kin inh
> Cc1cc(C)c(S(=O)(=O)N(C)CC(=O)Nc2ccccc2F)c(C)c1
  5 | 0
> O=C(CSc1ncnc2sc(-c3ccccc3)cc12)NC1CCCCC1
  -31 | 6
> C[C@H](CO)N1C[C@H](C)[C@H](CN(C)S(=O)(=O)c2cn(C)cn2)Oc2ncc(C#Cc3cccc(F)c3)cc2C1=O
  nt | -8
> C[C@@H]1CN([C@@H](C)CO)C(=O)CCCn2cc(nn2)CO[C@@H]1CN(C)S(=O)(=O)c1ccccc1F
  nt | 2
> CC(C)NC(=O)Nc1ccc2c(c1)C(=O)N([C@H](C)CO)C[C@@H](C)[C@@H](CN(C)CC1CCCCC1)O2
  nt | 1
> CSCCC(N)C(=O)NC(CC(C)C)C(=O)NC(Cc1ccccc1)C(=O)O (centres undefined)
  5 | -1
> CC(C)NC(=O)Nc1ccc2c(c1)C(=O)N([C@@H](C)CO)C[C@H](C)[C@H](CN(C)C(=O)c1ccccc1)OCCCC[C@@H](C)O2
  0 | nt
> C[C@@H]1CN([C@@H](C)CO)C(=O)CCCn2cc(nn2)CO[C@@H]1CN(C)S(=O)(=O)c1ccc(-c2ccccc2)cc1
  nt | ?
> Cc1ccccc1NC(=O)CSc1nc(N)c2c3c(sc2n1)COC(C)(C)C3
  -17 | 2
> O=C(Nc1ccccc1C(=O)O)OCC1c2ccccc2-c2ccccc21
  nt | -11
> COC(=O)C(CC#Cc1ccc2c(c1)[C@]1(C(=O)N2)[C@H](C(N)=O)[C@H]2C(=O)O[C@H](c3ccccc3)[C@H](c3ccccc3)N2[C@@H]1c1ccccc1OCCO)C(=O)OC
  nt | 14
> COc1ccc(CN(C)C[C@H]2Oc3ccc(NC(=O)C4CCCCC4)cc3C(=O)N([C@@H](C)CO)C[C@@H]2C)cc1
  nt | -2
> COc1cc(OC)c(C2=NOC(C(=O)NCc3ccco3)C2)cc1Cl (centres undefined)
  -24 | -3
> Cc1ccc(S(=O)(=O)Nc2ccc3c(c2)C(=O)N([C@H](C)CO)C[C@H](C)[C@H](CN(C)C(=O)NC(C)C)OCCCC[C@@H](C)O3)cc1
  nt | 2
> O=C(O)CCc1nn2c3ccccc3n(Cc3ccccc3)c2nc1=O
  -1 | -1

# New compounds follow
# Fields – p53 PUMA act | STK33 kin inh
> COc1cc(OC)c(NC(=O)CS(=O)(=O)c2ccccc2)cc1Cl
  6 | 1
> CCN(CC)c1ccc(/C=C2/C(=O)NN(c3ccc(C)cc3)C2=O)cc1
  -4 | nt
> O=C(CSc1nc2ccccc2[nH]1)Nc1cccc2ccccc12
  -17 | -3
> COc1ccc(S(=O)(=O)Nc2ccc3c(c2)CC(=O)N([C@@H](C)CO)C[C@H](C)[C@@H](CN(C)C(=O)Nc2c(C)noc2C)O3)cc1
  nt | -2
> Cc1nnc(SCC(=O)Nc2cccc(C)c2C)s1
  1 | 7
> C[C@@H]1CN([C@H](C)CO)C(=O)c2cc(C#CCc3ccccc3)cnc2O[C@H]1CN(C)C(=O)C1CCOCC1
  7 | nt
> C[C@@H]1CN([C@H](C)CO)C(=O)c2cc(NS(=O)(=O)c3cccs3)ccc2O[C@@H](C)CCCCO[C@H]1CN(C)C(=O)C1CCCCC1
  -8 | nt
> C[C@H](CO)N1C[C@H](C)[C@H](CN(C)C(=O)NC2CCCCC2)Oc2ncc(-c3ccc(F)cc3)cc2C1=O
  nt | -7
> CCOc1ccccc1NC(=O)c1ccccc1N(C)S(=O)(=O)c1ccc(C)cc1
  -17 | 2
> COc1cc(C(=O)Nc2ccc(S(=O)(=O)Nc3ccccn3)cc2)cc(OC)c1OC
  6 | 2
> COc1ccc(NC(=O)C2CC=CCC2C(=O)Nc2ccccc2Cl)cc1 (centres undefined)
  4 | 4
> C[C@@H]1CN([C@H](C)CO)C(=O)c2cccc(NC(=O)Nc3cccc4ccccc34)c2O[C@H]1CN(C)S(=O)(=O)c1cccs1
  -5 | nt
> COCC(=O)N(C)C[C@H]1Oc2ncc(Br)cc2C(=O)N([C@@H](C)CO)C[C@@H]1C
  5 | nt
> Cc1cc(Oc2ccccc2)nc(SCC(=O)Nc2ccc(Cl)cc2Cl)n1
  -1 | -3

# Source: PubChem BioAssay
